LMPTP block – LMPTP (human) inhibition | P24666 | actives 0.22% (n = 360,000) | AID 651560 | recombinant LMPTP-A, OMFP fluorogenic substrate, fluorescence intensity | inhibition, % at 20 µM;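 active means compounds that cut the enzyme signal by at least half of the control window in the single-dose screen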;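 further: plate controls were DMSO wells with enzyme plus substrate for no effect and substrate without enzyme for full effect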
Target sequence (P24666 whole entry, looked up): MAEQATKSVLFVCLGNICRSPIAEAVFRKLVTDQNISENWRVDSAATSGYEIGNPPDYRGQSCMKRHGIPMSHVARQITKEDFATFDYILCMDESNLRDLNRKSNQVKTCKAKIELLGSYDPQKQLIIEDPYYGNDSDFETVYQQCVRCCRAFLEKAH
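Test system – LMPTP-A enzyme · Amount – LMPTP-A at 0.625 nM final in the reaction · Buffer or medium – Bis-Tris pH 6.0, DTT, detergent · Reagent – OMFP 400 µM · Doses – single 20 µM dose · Schedule – reaction 50 min, room temperature, dark · Detection – fluorescence intensity of OMFP turnover product · Evaluation – percent inhibition versus substrate-only and uninhibited controls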
STEP block – inhibitors of human striatal-enriched phosphatase STEP. AID 588621. actives 0.25% (n = 360,000). inhibition, % at 20 µM. recombinant STEP, OMFP fluorogenic substrate, fluorescence;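 active means inhibition at 20 µM, scaled per plate between control wells, above about 37%, limit read from the data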;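 further: 0% = DMSO with enzyme and substrate and 100% = substrate only without enzyme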
Target sequence (P54829 whole entry, looked up): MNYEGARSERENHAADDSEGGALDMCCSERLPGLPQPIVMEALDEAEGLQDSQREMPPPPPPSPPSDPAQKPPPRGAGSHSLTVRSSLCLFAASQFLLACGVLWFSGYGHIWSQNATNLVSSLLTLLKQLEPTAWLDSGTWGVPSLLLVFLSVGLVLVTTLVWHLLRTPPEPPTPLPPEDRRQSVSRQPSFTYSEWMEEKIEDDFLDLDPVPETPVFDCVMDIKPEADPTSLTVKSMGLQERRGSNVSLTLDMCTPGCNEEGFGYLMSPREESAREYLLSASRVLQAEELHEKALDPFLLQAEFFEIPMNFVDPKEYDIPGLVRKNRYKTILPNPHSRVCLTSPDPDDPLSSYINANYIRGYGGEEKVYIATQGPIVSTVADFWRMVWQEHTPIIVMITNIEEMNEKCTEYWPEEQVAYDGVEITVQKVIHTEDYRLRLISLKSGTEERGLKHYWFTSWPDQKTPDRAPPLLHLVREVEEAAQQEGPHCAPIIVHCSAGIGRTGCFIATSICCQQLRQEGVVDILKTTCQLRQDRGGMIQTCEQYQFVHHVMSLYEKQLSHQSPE
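Also added – OMFP at 25 µM · Test system – STEP tyrosine phosphatase · Technique – FITC-channel fluorescence of OMFP product · Schedule – 20 min at room temperature, dark · Evaluation – control-normalized % inhibition with plate pattern correction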
Scp1 inh – Scp-1 (human) phosphatase inhibition | Q9GZU7 | Recombinant Scp1, phosphopeptide, malachite green phosphate absorbance | inhibition, % at 20 µM | actives 0.88% (n = 340,000);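 active means inhibition above about 50% at 20 µM, limit read from the data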;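 further: plate controls were DMSO wells with enzyme for no effect and wells lacking enzyme for full effect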
Target sequence (Q9GZU7 76-261 limits assumed): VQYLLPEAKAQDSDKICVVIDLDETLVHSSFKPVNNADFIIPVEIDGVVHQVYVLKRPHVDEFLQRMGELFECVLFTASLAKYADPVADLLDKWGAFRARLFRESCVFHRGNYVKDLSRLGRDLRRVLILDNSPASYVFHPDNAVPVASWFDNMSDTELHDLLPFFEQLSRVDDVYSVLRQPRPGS
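Assay system: SCP-1 catalytic fragment, aa 76-261 | Buffer or medium: Tris acetate buffer pH 5.5 with MgCl2 and Tween-20 | Compound: One concentration, 20 µM, with 1.0% DMSO | Also added: Phospho 17-mer peptide substrate | Signal: Absorbance at 630 nm | Incubation: 45 min enzyme reaction at room temperature | Measure: % inhibition of SCP-1 phosphate liberation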
MT1-MMP act inh – MT1-MMP (human) activation inhibition; GFP/RFP ratio change, % at 20 µM; AID 651647; P50281; actives 0.061% (n = 360,000); HT1080 RFP-PRO-GFP cells, GFP/RFP ratio fluorescence, overnight; percent of plate control window, DMSO zero;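 active means GFP/RFP ratio change of at least 30% with cell ATP level not reduced by more than half and red fluorescence within 50% of control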; further: strong numbers were not always called active
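Assay system: HT1080 RFP-PRO-GFP cells. Benchmarks: DMSO vehicle wells and RFP-L50D-GFP reporter cell wells. Times: overnight cell settling, then overnight compound exposure, 37 °C, 5% CO2. Compound: 20 µM single dose, 1% DMSO. Read-out basis: GFP/RFP fluorescence ratio.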
NadD inh – NadD (S. aureus) enzyme inhibition; purified NadD enzyme, colorimetric absorbance read-out; inhibition, % at 20 µM; actives 0.78% (n = 360,000); AID 602399; in the data active means inhibition above about 26%; further: some compounds past the cut are filed as inactive
SKN-1 block – C. elegans SKN-1 inhibition; AID 624304; inhibition, % at 21.8 µM; actives 0.49% (n = 360,000); C. elegans VP596 Pgst-4::GFP/RFP ratio, acrylamide-induced, 24 h;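 active means interference check ratio from 0.5 to 1.5 plus GFP to RFP signal ratio inhibition reaching or exceeding a fixed threshold, cut at about 30% in these data, passing the limit was not always enough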; further: some compounds called inactive have numbers as strong as hits
CendR NRP1 mod – modulators of CendR peptide binding to human neuropilin-1. AID 602438. actives 0.85% (n = 360,000). O14786. FAM-RPARPAR peptide binding to NRP-1, fluorescence polarization. inhibition, % at 25 µM;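 active means inhibition or corrected inhibition above about 18%, plus a signal ratio from 0.5 to 1.5, limit read from the data, passing the limit was not always enough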; further: strong numbers were not always called active
DNMT1 block – DNMT1 (human) enzyme inhibition | DNMT1 molecular beacon, Hinp1I cleavage, fluorescence | inhibition (reported as % activation of signal), % at 10 µM | actives 0.83% (n = 360,000) | P26358; in the data active means inhibition above about 50%
SUMO1 PPI mod – alters human SUMO1 binding to SIM partners | SUMO1 binding to a labelled peptide, TR-FRET, 1 h | inhibition, % at 20 µM | actives 0.33% (n = 360,000) | AID 602429; in the data active means inhibition above about 37%
Target sequence (P63165 whole entry, looked up): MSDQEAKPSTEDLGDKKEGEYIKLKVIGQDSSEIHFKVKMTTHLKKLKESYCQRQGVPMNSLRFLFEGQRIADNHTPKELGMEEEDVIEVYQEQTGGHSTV
Rpn11 block – blocks the human proteasome subunit Rpn11 | actives 0.59% (n = 360,000) | calls only at 20 µM | human 26S proteasome, Ub4-pepOG fluorescence polarization; 20S core pre-blocked with epoxomicin | O00487 | AID 588493;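 active means inhibition at 20 µM, scaled to each plate's controls, above about 33%, limit read from the data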
An asterisk follows results filed as active; i = inactive; . = no result given.

smiles	LMPTP block	STEP block	Scp1 inh	MT1-MMP act inh	NadD inh	SKN-1 block	CendR NRP1 mod	DNMT1 block	SUMO1 PPI mod	Rpn11 block
Cc1nc2ccccn2c1/C(O)=C1\C(=O)C(=O)N(CCN2CCOCC2)C1c1ccncc1 (stereo not given)	-4.2	-1.5	-18.1	2.5	-6.1	12.8	7.4	-2.0	-4.2	i
COc1ccc(Nc2cc(Cl)ccc2C(=O)O)cn1	-0.6	-1.7	-12.8	-4.4	0.0	2.3	0.9	5.8	8.9	i
COc1ccc(COCC(O)CN2CCC(CN3C(=O)c4cccc5cccc(c45)C3=O)CC2)cc1OC (stereo not given)	2.1	0.9	-5.7	-3.7	-1.8	-7.2	-2.5	16.6	-19.2	i
COc1ccc(-n2c(=O)n(Cc3ccccc3)c(=O)c3[nH]cnc32)cc1	-1.6	-2.3	0.9	3.6	-1.0	0.5	-9.0	0.7	-0.4	i
Cc1ccc(S(=O)(=O)NNC(=O)Nc2cccc3ccccc23)cc1	-1.9	-8.4	-4.9	-0.5	0.4	-18.1	1.8	-1.1	-0.6	i
O=C(CN1CCN(S(=O)(=O)c2ccc(Br)cc2)CC1)N/N=C/c1ccc(Cl)c([N+](=O)[O-])c1	0.9	-1.6	-5.7	7.2	14.6	-6.8	-7.5	-4.8	-15.4	i
COc1ccc(C(C(=O)NC2CCCCC2)N(CC2CCCO2)C(=O)C2COc3ccccc3O2)cc1OC (stereo not given)	-0.8	3.1	30.5	-0.8	7.5	7.0	-7.7	12.4	-1.4	i
Clc1ccccc1Cn1nnc(-c2ccccc2)n1	1.4	-2.3	-2.5	-3.1	-0.8	11.0	8.3	-1.4	2.2	i
O=C(CSc1ccccc1F)NNC(=O)c1cncc(Br)c1	-0.4	-3.9	-5.7	0.3	-3.4	6.4	11.8	0.8	-0.4	i
O=C(NCCc1ccccc1)c1ccccc1SCC(=O)N1CCCC1	-9.7	-0.4	-12.7	-1.0	3.8	12.6	3.7	-14.8	-124.7	i
COC(=O)c1ccc(Cn2c(O)c(N=O)c3ccccc32)o1	0.2	1.5	-9.2	0.2	-2.5	-20.3	-0.7	1.1	-11.9	i
CC1CCN(CCCNC(=O)CN2C(=O)CSc3ccc(S(=O)(=O)N4CCCCC4)cc32)CC1	-1.3	-2.5	9.8	3.9	-6.4	-1.5	-13.1	0.7	-0.8	i
O=C(NC1CCCCC1)C(c1ccccc1F)N(C(=O)c1csnn1)C1CCCC1 (stereo not given)	-0.6	1.5	-0.6	-3.0	2.0	6.4	7.2	1.3	0.7	i
COc1ccc(C2(C)NC(=O)N(CC(=O)c3cc(C)n(C4CC4)c3C)C2=O)cc1OC (stereo not given)	0.3	2.2	-10.4	0.7	3.9	9.2	4.8	-9.7	0.5	i
CC(=O)Nc1sc(-c2ccc(Cl)cc2)nc1-c1ccccc1	2.4	4.0	-2.9	-1.7	-1.7	-14.7	9.0	-0.4	-4.0	i
O=C(Nc1ccc(F)cc1F)c1cc(Cl)sc1Cl	-1.1	4.0	-6.0	2.1	-2.8	28.7	-5.3	2.6	0.7	i
CCOC(=O)c1cc(NC(=O)Nc2nccs2)c(C)nc1C	-2.7	2.4	-4.0	4.4	-2.4	-0.7	-3.5	0.4	7.1	i
CCN(CC)C(=O)CC(c1ccc2c(c1)OCO2)c1c(OC)cc(OC)c2c(-c3ccccc3)cc(=O)oc12 (stereo not given)	7.0	-0.7	3.5	2.9	6.3	-5.3	14.8	1.3	-2.8	i
CCCC(=O)NC(=S)Nc1ccccc1F	-2.6	-8.7	-5.9	4.2	-1.4	9.8	-5.6	-0.7	0.2	i
CCOC(=O)c1ccccc1NC(=O)COC(=O)Cc1ccccc1F	2.8	3.0	-9.6	-4.0	-6.9	1.4	17.0	-1.3	-1.0	i
CC1CN(C(=O)CCC(=O)NCc2ccccc2Cl)c2ccccc2S1 (stereo not given)	-0.7	-2.4	3.4	-1.5	-0.4	-13.6	-1.9	1.8	1.0	i
Cc1ccc(/C=N/N=C/c2ccc(C)s2)s1	-0.3	0.3	-8.0	0.7	-8.0	19.3	-4.1	-0.1	-14.9	i
O=C(NCc1ccccc1F)Nc1nnc([C@H]2C[C@H](O)[C@@H](CO)O2)s1	-2.5	-1.1	.	4.4	-5.1	13.7	9.4	-3.4	2.8	i
O=C(CSc1nc(-c2cccs2)cc(C(F)(F)F)n1)NCc1ccccc1	0.3	2.3	-12.9	-4.9	-9.3	4.4	1.6	-0.1	-4.4	i
Cc1ccc([N+](=O)[O-])cc1S(=O)(=O)NCCc1c(C)[nH]c2ccccc12	1.2	-1.8	-5.3	-2.7	-9.1	-4.5	15.9	-7.8	-19.7	i
COc1ccccc1N1CCN(Cc2c[nH]c3ccccc23)CC1	0.9	3.0	-4.2	-7.8	-5.5	-13.2	-23.9	-1.6	7.0	i
CCCCCc1c(C)nc(SCC(=O)O)[nH]c1=O	-1.5	-1.9	7.2	2.3	-5.1	-18.2	-6.0	0.6	1.0	i
COc1ccc2c(c1OC)C(=O)OC2Nc1nc(-c2cc3cc([N+](=O)[O-])ccc3oc2=O)cs1 (stereo not given)	0.4	2.7	-4.9	5.0	11.2	7.3	-57.9	-1.9	-5.9	i
COc1ccc2cc(CCNC(=O)CC(C)(C)C)c(=O)[nH]c2c1	-0.1	-1.4	-12.2	0.3	-2.6	5.8	0.3	0.9	0.0	i
COc1ccc(N2C(=O)CC(NCCNc3ccc([N+](=O)[O-])cn3)C2=O)cc1 (stereo not given)	0.8	-3.0	-1.3	-1.0	-0.5	14.9	-3.6	2.2	-14.3	i

The last three entries of the section above lead into the next.
smiles	LMPTP block	STEP block	Scp1 inh	MT1-MMP act inh	NadD inh	SKN-1 block	CendR NRP1 mod	DNMT1 block	SUMO1 PPI mod	Rpn11 block
COc1ccc2c(c1OC)C(=O)OC2Nc1nc(-c2cc3cc([N+](=O)[O-])ccc3oc2=O)cs1 (stereo not given)	0.4	2.7	-4.9	5.0	11.2	7.3	-57.9	-1.9	-5.9	i
COc1ccc2cc(CCNC(=O)CC(C)(C)C)c(=O)[nH]c2c1	-0.1	-1.4	-12.2	0.3	-2.6	5.8	0.3	0.9	0.0	i
COc1ccc(N2C(=O)CC(NCCNc3ccc([N+](=O)[O-])cn3)C2=O)cc1 (stereo not given)	0.8	-3.0	-1.3	-1.0	-0.5	14.9	-3.6	2.2	-14.3	i
Cc1sc2ncnc(OCC(=O)N3CC(=O)Nc4ccccc43)c2c1C	0.8	-3.6	-3.9	2.9	5.6	7.8	-5.9	-2.8	0.3	i
C=CCNc1nc(Cl)nc(Nc2ccc(OC)cc2)n1	-1.1	-0.6	-1.1	-1.5	7.5	2.1	-4.6	-1.3	7.1	i
COc1ccc(C2=CC(=O)C[C@H](CN3C(=O)c4ccccc4C3=O)N(C(=O)OC(C)(C)C)O2)cc1	2.3	2.4	-12.4	-1.2	21.5	1.9	-10.0	0.5	-16.7	i
CCOC(=O)C1=C(C)OC2(O)c3ccccc3C(=O)C12O (stereo not given)	4.6	3.5	-4.3	2.5	-3.1	-4.5	6.3	44.8	18.8	i
CC1CCN(CCNC(=O)CCS(=O)(=O)c2ccc(Br)cc2)CC1	-1.0	-0.7	4.6	-0.5	-1.8	7.1	-8.4	-4.9	-1.4	i
Clc1ccc2oc(-c3cccnc3NCc3ccccc3)nc2c1	2.4	3.4	4.7	-2.4	8.5	-8.5	-15.2	1.6	-0.3	i
O=C(O)C(c1ccccc1)N1CCCC1 (stereo not given)	-2.1	0.5	-6.0	4.1	1.7	4.6	7.6	2.6	-2.9	i
Cn1c2ccccc2c(=O)c2c(=O)n(C3CCCCC3)c(-c3cccs3)nc21	6.7	4.9	9.8	-31.1	27.1	-1.5	-7.9	2.0	1.6	i
O=S(=O)(c1ccccc1)N(CC(O)CN1CCCCC1)c1ccccc1 (stereo not given)	-0.3	-0.2	-3.6	-7.8	-0.4	-5.0	-0.6	5.3	2.7	i
O=S(=O)(/N=C(/Nc1ccccn1)c1ccccc1)c1ccc(F)cc1	-0.6	-1.6	-3.5	0.5	-0.8	-8.4	4.3	-0.2	0.7	i
CSc1ccc(CNC(=O)C2Cc3cc(S(=O)(=O)N4CCCCC4)ccc3N2C(C)=O)cc1 (stereo not given)	-0.3	-1.4	5.9	-6.2	5.4	18.2	-2.8	-0.7	-0.8	i
O=C(C1CCCN(S(=O)(=O)c2cccc3nonc23)C1)N1CCN(c2cccc(Cl)c2)CC1 (stereo not given)	1.9	1.4	-3.8	3.2	2.8	1.5	3.5	-7.6	-19.5	i
O=C(NCCOc1ccc(F)cc1)C1CCC(=O)N(CCCN2CCCC2=O)C1 (stereo not given)	-1.1	-0.3	-0.3	-3.0	5.4	8.4	2.0	0.4	-0.4	i
CCN(CC)CCNc1nc(-c2ccc(OC)cc2)c(-c2ccc(OC)cc2)s1	0.0	0.8	-10.7	-2.5	-6.6	1.0	-6.2	-4.1	-9.7	i
Cc1ccc(F)cc1NC(=O)N1CCCN(c2ccc(C(F)(F)F)cn2)CC1	0.0	-0.3	-4.2	-1.9	3.7	2.1	-0.1	1.3	-4.0	i
COc1ccc(CCNC(=O)c2cc(-c3ccc(C)cc3O)n[nH]2)cc1OC	2.8	-0.1	0.6	5.4	-1.8	-4.4	-12.9	-2.5	5.2	i
CCc1ccc(N2CC(O)=C(c3nc4ccccc4c(=O)[nH]3)C2=N)cc1	0.7	2.0	-0.8	1.9	4.4	14.9	-26.3	-0.9	3.4	i
CC(C)CCNC(=O)c1c[nH]c2ccc(S(=O)(=O)N3CCC4(CC3)OCCO4)cc2c1=O	-0.6	-3.8	-4.9	-0.2	-4.9	2.4	1.0	0.5	-0.3	i

Some of these compounds in order of their number in LMPTP block, falling:
| smiles | LMPTP block |
| --- | --- |
| Cn1c2ccccc2c(=O)c2c(=O)n(C3CCCCC3)c(-c3cccs3)nc21 | 6.7 |
| COc1ccc(CCNC(=O)c2cc(-c3ccc(C)cc3O)n[nH]2)cc1OC | 2.8 |
| CC(C)CCNC(=O)c1c[nH]c2ccc(S(=O)(=O)N3CCC4(CC3)OCCO4)cc2c1=O | -0.6 |

Screens: PubChem, Sanford-Burnham Center for Chemical Genomics

The order is random (roughly 3.9% active in at least one column).
